# Bioassay records as filed in PubChem.
# p47phox inh = p47phox/p22phox peptide binding inhibitors, primary screen, biochemical, uHTS, NADPH oxidase regulatory subunit; actives 0.53% (n = 220,000); inhibition, % at 24.7 µM; Neutrophil cytosol factor 1 (Homo sapiens), P14598; AID 1274, 2008; fluorescence polarization, 2 h;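 further: 0% = p47phox with labelled peptide and 100% = labelled peptide alone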
# Target sequence (P14598 whole entry, looked up): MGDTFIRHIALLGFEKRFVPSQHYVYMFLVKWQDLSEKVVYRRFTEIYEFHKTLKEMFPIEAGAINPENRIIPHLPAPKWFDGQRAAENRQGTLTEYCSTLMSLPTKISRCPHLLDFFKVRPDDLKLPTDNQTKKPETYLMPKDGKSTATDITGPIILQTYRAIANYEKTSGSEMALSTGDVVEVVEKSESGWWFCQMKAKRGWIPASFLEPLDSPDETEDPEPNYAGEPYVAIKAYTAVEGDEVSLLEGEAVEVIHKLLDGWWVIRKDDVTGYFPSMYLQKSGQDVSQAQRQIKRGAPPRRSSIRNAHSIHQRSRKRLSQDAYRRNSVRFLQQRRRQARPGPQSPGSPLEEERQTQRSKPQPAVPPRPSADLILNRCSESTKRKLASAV
# Rad51 HR inh = human RAD51 strand exchange inhibitors, primary screen, biochemical, fluorescence; hRad51 DNA strand exchange, fluorescence dequenching; DNA repair protein RAD51 homolog 1 (Homo sapiens), Q06609; inhibition, % at 10 µM; actives 0.085% (n = 200,000); AID 1385, 2008;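 active means inhibition above 40% at the single screening dose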;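 further: 0% = DMSO control wells and 100% = blanks with heterologous ssDNA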
# Target sequence (Q06609 whole entry, looked up): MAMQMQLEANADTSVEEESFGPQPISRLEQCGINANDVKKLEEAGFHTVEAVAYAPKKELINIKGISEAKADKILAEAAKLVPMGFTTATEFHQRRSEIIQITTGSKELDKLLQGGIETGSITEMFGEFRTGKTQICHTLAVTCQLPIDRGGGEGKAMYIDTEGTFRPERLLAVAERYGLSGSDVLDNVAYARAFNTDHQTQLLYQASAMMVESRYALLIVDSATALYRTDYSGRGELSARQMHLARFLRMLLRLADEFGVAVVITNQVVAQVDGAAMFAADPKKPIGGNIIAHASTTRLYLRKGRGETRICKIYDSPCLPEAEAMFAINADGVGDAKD
#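 Test system: preformed human Rad51 ssDNA filaments; also added: Donor/quencher-labelled 47-bp dsDNA substrate; doses: 10 µM final, single point; times: 37 °C 15-min filament assembly, 30-min compound preincubation, 15-min exchange; detection: FRET fluorescence dequenching, excitation 485 nm, emission 520 nm; read-out basis: Fluorescence-based percent inhibition, control- and blank-normalised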
# eIF4E 4G PPI = eIF4E–eIF4G protein interaction inhibitors, primary screen, biochemical, uHTS, TR-FRET, eIF4GI fragment; actives 0.37% (n = 220,000); TR-FRET eIF4E-eIF4GI(517-606) binding, 2 h; inhibition, % at 21.7 µM;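 further: 0% = full FRET control wells and 100% = background wells lacking eIF4GI fragment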
# hK5 inh = human KLK5 protease inhibitors, primary screen, biochemical, 1536-well; Kallikrein-5 (Homo sapiens), Q9Y337; recombinant hK5, fluorogenic AMC substrate cleavage; inhibition, % at 5 µM; actives 0.59% (n = 210,000); AID 873, 2007;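 active means inhibition of 40% or more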;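 further: 0% = enzyme controls without compound and 100% = no-enzyme blanks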
# EBV gp42 block = Epstein-Barr virus gp42 inhibitors, primary screen, biochemical, uHTS, fluorescence polarization. AID 1085, 2008. Fluorescence polarization binding assay, mP read-out. Glycoprotein 42 (Epstein-Barr virus (strain AG876)), Q1HVG2. inhibition, % (tested at 21.74 µM). actives 0.42% (n = 220,000); in the data active means inhibition above about 50%
# Furin inhibitor = human furin inhibitors, primary screen, biochemical, fluorescence intensity; purified furin, fluorogenic substrate cleavage; AID 463115, 2010; P09958; inhibition, % at 30 µM; actives 0.061% (n = 220,000); in the data active means inhibition above about 25%; further: inactives centre near -15
# 14-3-3 Bad PPI = inhibitors of 14-3-3 zeta/Bad binding, primary screen, biochemical, TR-FRET, bovine 14-3-3 zeta | AID 781, 2007 | TR-FRET 14-3-3zeta/Dy647-pBad peptide displacement, 1 h | actives 0.71% (n = 220,000) | 14-3-3 protein zeta/delta (Bos taurus), P63103 | inhibition, % at 21.7 µM;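 active means inhibition above about 70%, limit read from the data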;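 further: 0% = full 14-3-3 plus peptide FRET controls and 100% = background without 14-3-3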
# Target sequence (P63103 whole entry, looked up): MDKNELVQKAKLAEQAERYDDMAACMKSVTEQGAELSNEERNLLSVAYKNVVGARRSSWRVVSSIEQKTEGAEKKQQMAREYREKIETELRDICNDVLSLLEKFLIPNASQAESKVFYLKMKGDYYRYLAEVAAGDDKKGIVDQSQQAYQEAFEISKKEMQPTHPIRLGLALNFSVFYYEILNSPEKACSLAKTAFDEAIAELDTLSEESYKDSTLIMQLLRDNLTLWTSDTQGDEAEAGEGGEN
# Thrombin inh = human alpha-thrombin inhibitors, primary screen, counter-screen for coagulation protease inhibitor project, biochemical, 1536-well, fluorogenic AMC substrate | Prothrombin (Homo sapiens), P00734 | Boc-VPR-AMC fluorogenic substrate cleavage | inhibition, % at 5 µM | actives 0.26% (n = 220,000) | AID 1046, 2008;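 active means inhibition at or above 40%; inactive means inhibition below 40%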;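 further: 0% = enzyme with no compound and 100% = wells without enzyme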
#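 System – human alpha-thrombin · Medium – pH 7.5 Tris (50 mM) with NaCl 150 mM, Tween 20 0.05% · Compound – single-point dosing at 5 µM, 0.2% DMSO · Incubation – enzyme reaction carried out at room temperature · Technique – fluorescence of released AMC, ex 355 nm, em 460 nm · Read-out basis – % inhibition of thrombin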
# Cl transport mod = KCC2 cotransporter modulators, thallium flux, primary screen, cell-based, HEK293 KCC2, FluoZin-2 fluorescence, MLSMR; AID 1456, 2008; B-score of Tl+ flux slope (higher = more flux/activation; lower = inhibition) at 10 µM; KCC2 cells, thallium flux FluoZin-2 fluorescence; actives 2.2% (n = 190,000);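 active means thallium flux slope and its plate-corrected score both differing from the plate sample mean at a set confidence after two filtering rounds, in either direction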;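 further: slope of fluorescence scaled to starting intensity during 10 to 20 s after thallium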
# * hit, by the source's call; · = no result given; [ ] = dose if it differs, or a comment.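 How the source made its calls, unless noted: active means inhibition above about 30% (limit read from the data); inactive means the rest.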
SMILES,p47phox inh,Rad51 HR inh,eIF4E 4G PPI,hK5 inh,EBV gp42 block,Furin inhibitor,14-3-3 Bad PPI,Thrombin inh,Cl transport mod
O=C(CSc1ccc(-c2ccco2)nn1)NCCc1ccccc1,2.4,12.6,-2.3,-1.6,-5.2,-24.0,-7.5,-4.2,-0.0137
COc1cccc(C(=O)Oc2cc3c4c(c2)C(C)=CC(C)(C)N4C(=O)C3=O)c1,-1.1,-2.5,2.8,1.8,-11.6,-17.1[20 µM],-11.3,1.8,-0.8
CCOc1ccc2nc(NC(=O)COc3ccc(N(C)S(=O)(=O)c4ccc(C)cc4)cc3)sc2c1,-7.8,-0.9,1.0,-2.2,-12.2,-13.8,10.0,0.8,1.6
COc1cc(OC)c(-c2nn3c(C4CCCCC4)nnc3s2)cc1OC,-20.4,·,11.4,-3.0,-1.2,-28.6[20 µM],0.9[fluorescence artefact?],1.2,0.432
Cn1c(CNC(=O)c2ccccc2F)nnc1SCc1ccc(F)cc1,-11.5,2.7,15.6,-7.7,3.6,-25.0,8.9,-10.9,0.174
Cc1ccccc1NC(=S)N/N=C/C(C)c1ccccc1 (stereo unspecified),-2.8,22.3,-0.9,1.5,-11.6,-25.4,-12.6,11.8,13.6*
CCCN(CCC)CCCn1c(=O)[nH]c2ccccc21,-0.3,11.0,2.1,-1.9,-11.7,-18.2,-1.4,-15.9,0.412
COCCn1c(SCCCC(=O)c2ccc(Br)cc2)nnc1-c1ccncc1,-11.8,·,-3.0,-24.3,-12.2,2.6[20 µM],-7.8,-8.1,0.00967
O=C(O)/C(=C\c1cccc(F)c1)c1ccc(S(=O)(=O)N2CCCCC2)s1,-12.0,-2.7,0.5[fluorescence artefact?],-29.1,7.8,-9.5,-1.0,6.8,-5.6*
CCOC(=O)CN1C(=O)C(C)(C)Oc2ccc(C(=O)Nc3ccccc3)cc21,-1.2,-3.5,-3.7,13.8,-4.2,-17.7,3.9,0.6,-0.884
Cc1ccc(C)c(S(=O)(=O)N2CCN(C(=O)c3cnccn3)CC2)c1,3.2,·,1.4[fluorescence artefact?],-0.2,-5.6,-17.2[20 µM],-0.2[fluorescence artefact?],2.0,0.849
CC(C)=N/N=c1\scc(C)n1Cc1ccco1,-4.7,-12.1,-2.0,-3.2,-1.9,-27.2,-7.7,-13.9,0.325
CC1=CCC2C(=O)N(c3ccc(Br)cc3C)C(=O)C2C1 (stereo unspecified),-14.1,-3.0,8.2[fluorescence artefact?],3.8,-18.1,-17.8[20 µM],-1.9[fluorescence artefact?],3.6,-0.166
c1ccc(Nc2nc(NCC3CCCO3)c3ccccc3n2)cc1 (stereo unspecified),2.7,11.4,-1.0,-3.5,6.7,-23.6,3.8,·,-0.124
Cc1cccc(CN(CC(=O)N/N=C/c2cccs2)S(=O)(=O)c2ccc(Cl)cc2)c1,-7.3,5.2,-3.4,14.0,-2.9,-21.2[20 µM],-2.1,14.8,0.944
O=C(CCC1CCCCC1)NCc1ccc(F)cc1,-6.3,-0.4,9.0,-13.5,-6.3,-7.3,1.7,-7.1,-0.562
Cc1ccc2nc(NC(=S)NC(=O)c3ccco3)sc2c1,-11.9,15.3,1.6,-16.2,-1.2,-9.4,-11.4,-2.1,64.4*
CCc1cccc(C)c1NC(=S)NCC(c1cccnc1)N(C)C (stereo unspecified),-0.9,23.6,1.8,7.5,-7.2,-18.6,-15.2,-6.5,-0.00245
CSc1ccc(S(=O)(=O)NCc2ccc(Cl)cc2Cl)cc1,-7.6,4.2,7.1,-27.7,-5.1,-8.7[20 µM],-9.3,-5.4,1.65
Nc1nc(SCC(=O)Nc2ccc(S(N)(=O)=O)cc2)n[nH]1,1.2,-0.7,1.1,12.8,-19.6,-24.2,-10.6,-7.4,2.23
Cc1ccc(/C=C/C(=O)NCc2ccncc2)cc1,-16.0,5.4,-1.0,-9.6,-8.2,-23.3,-9.4,-0.7,-0.134
CCN1C=C(Cc2ccccc2C)C2=C(C1)C(c1ccccc1C)C(C#N)=C(N)O2 (stereo unspecified),-80.9,-5.3,-1.7,·,12.8,-7.2[20 µM],-5.5,-3.0,-1.07
O=C(Nc1cc(=O)[nH]c(=O)[nH]1)c1cccc(Br)c1,-5.8,-0.4,0.2,-3.8,0.5,-22.1,6.8,3.6,-0.0943
Cc1cccc(C2=NNC(=O)C(c3ccc(Cl)cc3)C2)c1 (stereo unspecified),-4.8,-1.2,-2.3,-7.3,-10.7,-25.7,-2.6,-6.8,0.431
O=C(NCCCn1ccnc1)c1ccc(Cl)cc1[N+](=O)[O-],-7.4,·,4.0,·,-3.3,-21.3,-4.5,-3.0,1.16
COc1ccc(CC(=O)Nc2nnc(-c3cccc([N+](=O)[O-])c3)s2)cc1,-0.2,·,3.0,-11.1,-6.7,-7.2,14.3,1.1,-0.645
Cc1nnc(C)c2c(C)n(-c3cccc4cccnc34)c(C)c12,-4.9,8.0,2.0,-2.5,-13.8,-22.2,-11.1,-10.2,-0.465
O=C(COC(=O)c1ccc(O)cc1O)NC1CCS(=O)(=O)C1 (stereo unspecified),-7.1,0.6,-1.9,-5.8,-5.8,-15.0,-1.6,4.3,-0.0345
Cc1ccc(N(C=NC#N)CC(=O)N2CCN(c3ccccc3)CC2)cc1,-10.1,-2.0,9.6[fluorescence artefact?],7.6,4.2,-14.8,-9.0[fluorescence artefact?],-1.2,·
O=C(/C=C/c1ccccc1[N+](=O)[O-])NC1CCCC1,-13.6,30.5,2.6,-4.5,-2.0,-16.8,-10.4,-0.5,0.139
Cc1ccc(C(=O)C(OC(=O)CN2C(=O)c3ccccc3C2=O)c2ccccc2)cc1C (stereo unspecified),-6.4,1.6,-1.4,5.3,3.0,-4.6,11.1,-2.1,-0.0225
O=C(Nc1nc2ccccc2[nH]1)c1cccs1,-5.3,2.8,-5.3,-3.1,-15.8,-22.9,-0.9,0.4,0.511
CCN1CCN(C(=O)CN(c2ccccc2C)S(C)(=O)=O)CC1,-1.1,1.2,0.6,-9.1,2.5,-21.2,-9.0,-6.3,·
CCN(Cc1ccccc1)C(=O)CSc1nc(C)cc(=O)[nH]1,-18.8,-4.3,-0.9,-17.3,-4.6,-18.3,-12.1,2.9,-0.0708
O=C(CSc1nc2cccnc2n1Cc1ccccc1)NCc1ccco1,-6.1,-9.5,-0.1,-9.0,-13.3,-15.0,-13.3[fluorescence artefact?],-0.9,-0.0584
O=C(NC1CCCc2ccccc21)c1cc(S(=O)(=O)N2CCOCC2)ccc1F (stereo unspecified),-3.1,-0.9,-3.0,-3.2,4.0,-22.6,-1.6,·,0.0466
CCOc1cc(/C=N/NC(=O)c2cccc([N+](=O)[O-])c2)ccc1OS(=O)(=O)c1ccccc1,-6.7,-8.6,-5.7,-6.2,-10.9,-22.6[20 µM],0.7,1.0,-1.35
Cc1nc2c3cnn(-c4ccccc4)c3ncn2n1,-8.1,3.8,0.2,-9.8,-1.3,-8.0[20 µM],-13.1,-0.9,0.387
Cc1nn(CC(=O)Nc2ccccn2)c(C)c1Br,-2.2,·,3.4,-6.2,9.4,-9.5,0.9[fluorescence artefact?],2.0,-0.385
O=[N+]([O-])c1cncc([N+](=O)[O-])c1Nc1ccccc1Cl,-0.2,-6.8,1.2,16.0,4.2,-5.7,13.4,11.5,1.37

# Part of the list above in order of molecular weight, largest number first.
SMILES,p47phox inh,Rad51 HR inh,eIF4E 4G PPI,hK5 inh,EBV gp42 block,Furin inhibitor,14-3-3 Bad PPI,Thrombin inh,Cl transport mod
CCOc1cc(/C=N/NC(=O)c2cccc([N+](=O)[O-])c2)ccc1OS(=O)(=O)c1ccccc1,-6.7,-8.6,-5.7,-6.2,-10.9,-22.6[20 µM],0.7,1.0,-1.35
O=C(NC1CCCc2ccccc21)c1cc(S(=O)(=O)N2CCOCC2)ccc1F (stereo unspecified),-3.1,-0.9,-3.0,-3.2,4.0,-22.6,-1.6,·,0.0466
COc1ccc(CC(=O)Nc2nnc(-c3cccc([N+](=O)[O-])c3)s2)cc1,-0.2,·,3.0,-11.1,-6.7,-7.2,14.3,1.1,-0.645
Cc1ccc(N(C=NC#N)CC(=O)N2CCN(c3ccccc3)CC2)cc1,-10.1,-2.0,9.6[fluorescence artefact?],7.6,4.2,-14.8,-9.0[fluorescence artefact?],-1.2,·
CCN(Cc1ccccc1)C(=O)CSc1nc(C)cc(=O)[nH]1,-18.8,-4.3,-0.9,-17.3,-4.6,-18.3,-12.1,2.9,-0.0708
O=C(NCCCn1ccnc1)c1ccc(Cl)cc1[N+](=O)[O-],-7.4,·,4.0,·,-3.3,-21.3,-4.5,-3.0,1.16
Cc1cccc(C2=NNC(=O)C(c3ccc(Cl)cc3)C2)c1 (stereo unspecified),-4.8,-1.2,-2.3,-7.3,-10.7,-25.7,-2.6,-6.8,0.431

# The list continues:
SMILES,p47phox inh,Rad51 HR inh,eIF4E 4G PPI,hK5 inh,EBV gp42 block,Furin inhibitor,14-3-3 Bad PPI,Thrombin inh,Cl transport mod
O=C1NC(=Nc2ccccc2)S/C1=C\c1cccs1,-18.9,-3.1,2.6,3.9,9.6,1.5,1.4,-3.8,0.56
OCCN=c1cc(-c2ccccc2)oc2ccc(Cl)cc12,-13.7,5.1,-8.7[fluorescence artefact?],4.5,-13.8,-13.3[20 µM],40.8[fluorescence artefact?],-1.8,-0.963
O=C(NC(NC(=S)Nc1cc(Cl)ccc1Cl)C(Cl)(Cl)Cl)c1ccco1 (stereo unspecified),-38.4,-4.2,-4.0,-0.8,4.0,-25.9[20 µM],-14.0,0.1,·
Cc1ccc(NC(=S)N2CCn3cccc3C2c2cccnc2)cc1 (stereo unspecified),-3.9,11.3,-3.2,-2.5,-9.3,-14.4,-4.3[fluorescence artefact?],-9.5,-0.231
Cc1ccc(S(=O)(=O)N2CCC(NC(=O)OC(C)C)CC2)cc1,0.5,16.9,2.5,-9.6,-6.0,-11.2,-21.8,2.1,-0.25
CC1CCN(S(=O)(=O)c2ccc3c(c2)c(=O)c(C(=O)N2CCCCC2)cn3C)CC1,-6.0,2.2,2.2,1.8,-2.2,-16.3[20 µM],4.2,-2.5,0.652
O=C(N/N=C/c1cc([N+](=O)[O-])ccc1N1CCCCCC1)c1ccccn1,0.2,22.7,1.5,-1.5,-11.2,-10.4,-13.6,-10.3,-0.331
O=C(CCC(=O)OCC(=O)c1ccccc1)Nc1cccc2cccnc12,0.3,-2.7,4.5,2.9,-18.1,-21.1[20 µM],33.1,8.0,0.292
